Compound activity from PubChem BioAssay.
MCL1-BIM inh = MCL1-BIM-BH3 interaction inhibition (human). Q07820. GST-MCL1 / FITC-Bim-BH3 fluorescence polarization. inhibition, % at 10.9 µM. 320,000 tested, 0.68% active. AID 2057;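 active means inhibition above the mean inhibition of all tested compounds plus 3 SD, set per campaign, cut at about 40% in these data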;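 further: 0% = DMSO wells and 100% = unlabeled Bim-BH3 peptide control; higher means more loss of mP so more displacement of Bim peptide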
Target sequence (Q07820 whole entry, looked up): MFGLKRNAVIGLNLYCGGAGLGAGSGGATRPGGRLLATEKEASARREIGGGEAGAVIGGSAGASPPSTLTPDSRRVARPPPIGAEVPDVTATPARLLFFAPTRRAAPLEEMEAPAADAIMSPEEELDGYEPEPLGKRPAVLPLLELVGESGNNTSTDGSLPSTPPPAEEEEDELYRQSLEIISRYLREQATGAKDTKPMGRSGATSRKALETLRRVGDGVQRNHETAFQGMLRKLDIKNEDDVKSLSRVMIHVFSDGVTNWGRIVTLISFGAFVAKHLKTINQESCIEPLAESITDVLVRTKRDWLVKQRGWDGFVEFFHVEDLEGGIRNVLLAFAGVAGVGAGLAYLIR
GLD-1 TGE inh = GLD-1-TGE RNA interaction inhibition (C. elegans); purified GLD-1 + fluorescein TGE RNA, fluorescence polarization; inhibition, % at 5.96 µM; 320,000 tested, 0.44% active;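 active means percent inhibition above a per-plate cutoff, the plate mean of test compounds plus 3 SD, cut at about 30% in these data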;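 further: 0% = DMSO wells with GLD-1 and probe and 100% = wells lacking GLD-1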
GRK2 inh = human GRK2 inhibition via aptamer displacement | bead flow cytometry, FAM-aptamer displacement from GRK2 | 330,000 tested, 0.59% active | P25098 | inhibition of aptamer binding, % at 10 µM;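 active means inhibition of aptamer binding above 40%, roughly 3 SD of noise, on plates passing a quality check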;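 further: median bead fluorescence of bound FAM aptamer so fluorescent compounds give negative values; no value below 0 was filed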
Fam108B counter = blocks mouse Fam108B hydrolase in RBBP9 counter-screen. inhibition, % at 9.51 µM. 300,000 tested, 0.33% active. recombinant Fam108B, FP-Rh probe fluorescence polarization;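 active means inhibition above the screen mean inhibition plus 3 SD, computed separately per campaign, cut at about 18% in these data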;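 further: inhibitors lower polarization as less probe binds the enzyme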
VLA-4 inh = inhibition in a human VLA-4 binding assay. VLA-4 expressing cells, ligand binding flow cytometry. inhibition, % (about 7 µM as worked out from the volumes in the protocol). P13612. 330,000 tested, 0.2% active. AID 2557; in the data active means inhibition above about 50%
CIT2-GFP yeast = alters CIT2-GFP fluorescence in TOR pathway yeast screen; 320,000 tested, 0.065% active; AID 2029; GFP response vs DMSO, % at 10 µM; S. cerevisiae CIT2-GFP strain, flow cytometry, 3 h; 100 means same as DMSO wells;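 active means GFP response relative to DMSO above a set limit, near the screen mean plus 3 SD, cut at about 150% in these data; inconclusive means Fewer than 70 cells measured for a yeast strain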;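 further: ratio of well median GFP fluorescence to mean of DMSO wells on the plate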
MEX-5 binding = C. elegans MEX-5 TCR-2 RNA binding activity | AID 1832 | activity score (negative = inhibition of binding), % at 10 µM | MEX-5/FITC-TCR2 RNA binding, fluorescence polarization; active compounds read low | 300,000 tested, 0.38% active;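 active means inhibition past about -25% in most replicates, and total fluorescence under double the plate's negative control median, limit read from the data; inconclusive means replicates evenly split on the limit, or fluorescence at least double controls; inactive means too little inhibition in most replicates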;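 further: 0% = DMSO and -100% = 5 µM competing unlabeled TCR2 RNA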
Target sequence (Q9XUB2 whole entry, looked up): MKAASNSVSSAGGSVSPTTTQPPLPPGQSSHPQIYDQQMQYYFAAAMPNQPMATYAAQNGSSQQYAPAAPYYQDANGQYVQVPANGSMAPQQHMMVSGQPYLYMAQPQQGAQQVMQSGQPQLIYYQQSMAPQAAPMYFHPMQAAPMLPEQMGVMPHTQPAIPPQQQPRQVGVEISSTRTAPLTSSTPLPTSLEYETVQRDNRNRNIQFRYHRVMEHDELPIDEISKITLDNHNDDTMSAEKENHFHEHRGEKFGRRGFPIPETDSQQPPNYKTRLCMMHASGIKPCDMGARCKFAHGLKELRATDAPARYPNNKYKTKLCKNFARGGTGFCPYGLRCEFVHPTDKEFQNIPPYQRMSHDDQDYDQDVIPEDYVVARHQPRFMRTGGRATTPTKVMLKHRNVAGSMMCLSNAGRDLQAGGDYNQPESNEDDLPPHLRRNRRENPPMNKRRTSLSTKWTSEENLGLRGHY
AGP1 TOR yeast = alters AGP1-GFP fluorescence in TOR pathway yeast screen. S. cerevisiae AGP1-GFP multiplex flow cytometry, 3 h; GFP as percent of DMSO wells. GFP response vs DMSO, % at 10 µM. 320,000 tested, 0.02% active. AID 2066;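 active means GFP response relative to DMSO above a set limit, near screen average plus 3 SD, cut at about 150% in these data; inconclusive means fewer than 70 cells counted for the yeast strain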;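 further: median GFP channel fluorescence of the gated AGP1 strain per well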
Bcl-xL primary = Bcl-xL (human) inhibition; inhibition, % at 10.9 µM; GST-Bcl-xL / FITC-Bim BH3 peptide fluorescence polarization; Q07817; 320,000 tested, 0.7% active;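 active means inhibition above the mean of all tested compounds plus 3 SD, cutoff set per campaign, cut at about 30% in these data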;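 further: 0% = DMSO wells and 100% = unlabeled Bim-BH3 peptide competitor; inhibitors lower millipolarization by displacing the labeled peptide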
Target sequence (Q07817 whole entry, looked up): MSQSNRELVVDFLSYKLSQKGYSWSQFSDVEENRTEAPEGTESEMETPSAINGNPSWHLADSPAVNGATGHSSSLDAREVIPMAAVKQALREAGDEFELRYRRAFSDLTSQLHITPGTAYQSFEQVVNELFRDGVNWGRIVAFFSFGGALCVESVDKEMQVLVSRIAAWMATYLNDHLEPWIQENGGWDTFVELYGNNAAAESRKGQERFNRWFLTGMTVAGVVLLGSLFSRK
Starred values were filed as active, the others as inactive; ? = inconclusive; · = not tested or not shown; + = active, no number; [ ] = remark or other dose.

Compound	MCL1-BIM inh	GLD-1 TGE inh	GRK2 inh	Fam108B counter	VLA-4 inh	CIT2-GFP yeast	MEX-5 binding	AGP1 TOR yeast	Bcl-xL primary
CC1(C)CC(NC(=O)C(c2ccccc2)c2ccccc2)CC(C)(C)N1	2	4	0	1	6	96	-0.6	90	-4
O=C(CC(C(=O)O)c1ccc(Cl)cc1)c1ccccc1 (centres undefined)	4	-1	3	0	11	94	-0.6	89	4
CCN(CC(=O)Nc1c(F)cccc1F)C(=O)CCSc1ccc(C)cc1	4	-10	0	10	3	101	1.9	103	7
O=C(Nc1ccc2c(c1)OCO2)N1CCN(c2ncc(C(F)(F)F)cc2Cl)CC1	5	-4	1	1	9	100	-2.3	102	3
Cc1ccc(NC(=O)CN2C(=O)S/C(=C\c3ccc(C(=O)O)cc3)C2=O)cc1	-12	0	1	-6	0	107	-0.1	111	1
COCCOC(=O)C1=C(C)OC(N)=C(C#N)C1c1cc2cccc(C)c2nc1Cl (centres undefined)	-3	6	2	-1	1	105	0.5	103	-2
CCOc1ccc(Br)cc1S(=O)(=O)NCc1ccncc1	-5	-12	3	-3	12	86	2.9	95	-2
COc1ccc(C(=O)NCCN2CCCC2)cc1[N+](=O)[O-]	-1	-4	0	-4	5	95	2.5	98	3
COc1ccc(NC(=O)c2cccc(-n3cnnn3)c2)cc1	0	-3	2	0	-22	98	-0.7	113	2
O=C(Nc1ccc(Br)cc1)c1cccc(S(=O)(=O)Nc2ccccn2)c1	0	-3	1	-2	16	88	-0.5	89	3
CC(C)Nc1oc(-c2cccc3ccccc23)nc1C#N	3	6	3	-2	11	101	-4.2	98	1
O=C(CCN1C(=O)/C(=C/c2ccccc2)SC1=S)NCCc1ccc(O)cc1	5	-4	1	-8	6	110	-1.9	107	-3
O=C(CN(C(=O)CCC(=O)Nc1nccs1)c1ccc2c(c1)OCCO2)NCc1ccco1	-1	10	0	6	13	104	-4.1	106	-2
COc1cc(-c2nc3c[n+](CC(=O)c4ccccc4)ccc3n2C)cc(OC)c1OC	3	2	0	1	16	101	-0.5	98	7
O=C(CSc1cccc(C(F)(F)F)c1)NCc1ccccc1	11	-2	0	0	11	83	-2.1	103	2
O=S(=O)(c1ccccc1)N1CCN=C1SCc1c(F)cccc1Cl	3	4	0	-2	-23	87	-1.5	102	7
O=C(NCc1ccc(-n2cccc2)cc1)c1cccc(F)c1	-3	11	0	7	0	100	-0.5	90	3
COc1cc(CNC2CCCC2)cc(Cl)c1OCc1ccc(F)cc1	3	52*	0	3	2	119	-1.2	111	5
CN(C)c1cccc(C(=O)OCC(=O)NCC2CCCO2)c1 (centres undefined)	3	-6	0	1	2	103	·	106	7
COc1ccccc1N1CCN(C(=O)c2ccc(COc3cccc4c3OC(C)(C)C4)cc2)CC1	5	12	2	-1	-9	93	-1.2	96	4
O=C(/C(=C(\[O-])c1ccccc1)[n+]1ccc2ccccc2c1)c1ccccc1	-11	-10	0	3	-18	79	-11	89	3
O=C1CN(CC(=O)NC2CCCc3ccccc32)CCN1 (centres undefined)	6	-4	0	2	-6	98	-3.3	97	3
CCOC(=O)C1(CCOc2ccccc2)CCN(Cc2cccn2-c2ncccn2)CC1	8	7	0	-1	16	102	1.9	101	5
Cc1ccc(CN2CCN(c3cccc4[nH]ccc34)CC2)cc1	-4	0	0	2	0	98	-5.7	98	-1
COc1cc(C(=O)OCC(=O)NC2CCCCCC2)ccc1OCC(C)C	-1	-1	0	0	-4	100	-1.9	98	4
CCOC(=O)C1(CCCc2ccccc2)CCN(C(=O)Cn2nc(C)nc2C)CC1	6	-1	1	-1	4	78	-0.1	107	5
Cc1c(Cl)c(C(=O)NNC(=S)Nc2ccc(F)cc2)nn1C	-13	-1	2	2	7	106	0.5	99	-5
O=C(CCNc1ccc(Cc2ccncc2)cc1)c1cccc([N+](=O)[O-])c1	0	5	0	7	12	106	-1.8	95	-1
Cn1c(=O)n(CCCOc2ccc(Cl)cc2)c2ccccc21	1	-2	1	1	0	90	1.8	101	0
Cc1ccc(CCNC(=O)c2nnn(-c3cc(C)cc(C)c3)c2N)cc1	-5	-2	7	-6	0	97	-1.0	100	0
OC(COCc1cccs1)CN1CCN(c2cccc(Cl)c2)CC1 (centres undefined)	2	2	5	0	10	100	-2.4	99	3
COc1ccc(S(=O)(=O)Nc2nnc(C)s2)cc1	3	-3	0	-1	0	?	1.3	25[may fluoresce violet]	5
Cc1ccc(CSCc2nnc(SCC(=O)N3CCN(c4ccccc4)CC3)n2C)cc1	11	6	2	-3	-3	85	1.6	86	-2
COc1ccc(S(=O)(=O)N2CCC(C(=O)NCc3ccccn3)CC2)cc1Cl	9	-3	0	5	-1	110	1.4	108	7
COCCn1c(-c2ccc(SC)cc2)nc2c1c(=O)[nH]c(=O)n2CC(C)C	8	5	0	4	-9	104	0.7	101	4
CNc1nc(SCc2ccccc2Cl)nc2c1CCCC2	-2	0	0	-8	-10	108	1.3	96	5

(cont.)
Each structure is followed by: MCL1-BIM inh | GLD-1 TGE inh | GRK2 inh | Fam108B counter | VLA-4 inh | CIT2-GFP yeast | MEX-5 binding | AGP1 TOR yeast | Bcl-xL primary
> Cc1cccc(Oc2ncnc3onc(C)c23)c1C
    8 | 4 | 1 | -4 | -15 | 125 | 3.1 | 117 | 6
> COC(=O)c1ccc(/C=C/C(=O)OCC(=O)NCc2cccs2)cc1
    · | 3 | 3 | · | 0 | 92 | · | 99 | ·
> COc1ccc(S(=O)(=O)N2CCCC2C(=O)Nc2nc3c(s2)CCCC3)cc1 (centres undefined)
    0 | 6 | 1 | 1 | -17 | 104 | 0.6 | 100 | 9
> Cc1ccc(-c2nnn3c2nc(NC(C)C)c2ccccc23)cc1
    10 | -5 | 1 | 3 | 2 | 102 | -1.0 | 97 | 3
> CC1CC1C(=O)Nc1nc(-c2ccccc2)cs1 (centres undefined)
    -3 | 7 | 0 | -5 | 13 | 101 | 2.6 | 92 | 2
> CC(=O)Nc1ccc(C(=O)COC(=O)c2cccs2)c(F)c1
    -1 | -1 | 0 | · | 9 | 98 | · | 89 | -2
> CCN(CC(=O)NCc1ccc(Cl)cc1)C(=O)CSCC(=O)Nc1ccc(C)cc1
    0 | 5 | 1 | -3 | -23 | 102 | 0.7 | 93 | -3
> CCOCC(=O)Nc1c(C(=O)Nc2ccc3c(c2)OCCO3)oc2ccccc12
    3 | -3 | 5 | -4 | 14 | 98 | 0.1 | 95 | 5
> CN(C)CCCN(C(=O)COc1ccccc1)c1nc2cc3c(cc2s1)OCCO3
    5 | -8 | 0 | 2 | 10 | 103 | 0.4 | 101 | 2
> CCN(N)C(=S)Nc1ccc(F)cc1
    5 | -4 | 0 | -1 | 10 | 96 | 0.3 | 102 | -6

GLD-1 TGE inh, what is marked active above
structure,MCL1-BIM inh,GLD-1 TGE inh,GRK2 inh,VLA-4 inh,CIT2-GFP yeast,MEX-5 binding,AGP1 TOR yeast,Bcl-xL primary
COc1cc(CNC2CCCC2)cc(Cl)c1OCc1ccc(F)cc1,3,52*,0,2,119,-1.2,111,5

A different layout for two compounds above.
CN(C)CCCN(C(=O)COc1ccccc1)c1nc2cc3c(cc2s1)OCCO3
  MCL1-BIM inh: 5
  GLD-1 TGE inh: -8
  GRK2 inh: 0
  Fam108B counter: 2
  VLA-4 inh: 10
  CIT2-GFP yeast: 103
  MEX-5 binding: 0.4
  AGP1 TOR yeast: 101
  Bcl-xL primary: 2
Cc1ccc(-c2nnn3c2nc(NC(C)C)c2ccccc23)cc1
  MCL1-BIM inh: 10
  GLD-1 TGE inh: -5
  GRK2 inh: 1
  Fam108B counter: 3
  VLA-4 inh: 2
  CIT2-GFP yeast: 102
  MEX-5 binding: -1.0
  AGP1 TOR yeast: 97
  Bcl-xL primary: 3

Additional structures follow.
Each structure is followed by: MCL1-BIM inh | GLD-1 TGE inh | GRK2 inh | Fam108B counter | VLA-4 inh | CIT2-GFP yeast | MEX-5 binding | AGP1 TOR yeast | Bcl-xL primary
> O=C(NCC(c1ccco1)N1CCCCC1)c1cccnc1 (centres undefined)
    5 | 3 | 1 | · | 7 | 94 | · | 94 | 3
> Cc1ccc(-c2ccc(SCC(=O)N3CCc4ccccc43)nn2)cc1
    0 | 1 | 5 | 7 | 7 | 105 | -0.2 | 115 | 4
> COc1ccc(CNCc2cc(C)c(OC)cc2C)c(OC)c1
    -1 | -4 | 9 | -2 | 7 | 95 | 0.0 | 100 | -2
> CC(C)/C=C1\CCCCC1N(C)C(=O)NC(C)C (centres undefined)
    3 | 10 | 1 | 0 | 5 | 103 | 1.6 | 101 | 1
> CC(C)[C@H]1CN(C)CCN1Cc1cn(C)nc1-c1cccc(Cl)c1
    -2 | -1 | 0 | -2 | 7 | 108 | -0.6 | 101 | -1
> Cc1ccc(S(=O)(=O)CC(=O)Nc2ccc(S(=O)(=O)Nc3onc(C)c3C)cc2)cc1
    -1 | -3 | 8 | 3 | 8 | 103 | -0.2 | 100 | 7
> O=S(=O)([N-]c1nc2ccccc2nc1-[n+]1ccc(-c2ccncc2)cc1)c1ccccc1
    + | 153* | 0 | 0 | 16 | 108 | -5.5 | 99 | 188*
> O=c1c(Cl)c(NCc2ccc(F)cc2)cnn1C12CC3CC(CC(C3)C1)C2
    -1 | 0 | 0 | 2 | 23 | 104 | 1.0 | 105 | 3
> Cc1ccc(NC(=O)COC(=O)C2CCN(c3ccc(C(F)(F)F)cn3)CC2)cc1C
    -16 | 1 | 0 | -6 | 7 | 91 | 1.8 | 97 | -8
> COC(=O)C1CSc2[nH]c(=O)sc2C1c1ccc(OC)c(OC)c1 (centres undefined)
    15 | 5 | 2 | -2 | -5 | 96 | ? | 103 | 9
> CC1CCCC(NC(=O)CCCn2ncn3c(cc4occc43)c2=O)C1C (centres undefined)
    3 | -3 | 0 | 0 | 3 | 99 | -0.3 | 100 | -2
> NC(=O)C1CCN(C(c2ccccc2)c2nnnn2C2CCCC2)CC1 (centres undefined)
    4 | 4 | 4 | -1 | 30 | 103 | 0.4 | 104 | 4
> CCCNC(=O)CCc1c(C)nc2nc(-c3cc(OC)cc(OC)c3)nn2c1C
    5 | 3 | 1 | 4 | 0 | 112 | -3.6 | 99 | 6
> CC(=O)Nc1ccc(S(=O)(=O)N2CCN(C(=O)c3ccccc3F)CC2)cc1
    -4 | 4 | 0 | -2 | 34 | 88 | · | 99 | -5
> Cc1ccc(C23CC4CC(CC(C(=O)N5CCN(C)CC5)(C4)C2)C3)cc1
    0 | -5 | 0 | 3 | 13 | 101 | 1.7 | 100 | -2
> CC(=O)C1C(c2cccc(F)c2)NC(=O)NC1(O)C(F)(F)F (centres undefined)
    2 | 1 | 2 | 3 | -5 | 100 | 0.0 | 100 | 5
> CCN(CC)S(=O)(=O)c1ccc(OC)c(NC(=O)c2ccc(=O)[nH]c2)c1
    7 | -3 | 3 | 0 | -3 | 105 | -1.9 | 110 | 4
> CCC[C@@H](CN1CCC[C@H]1CN1C(N)=NC[C@@H]1Cc1ccccc1)N1C[C@@H](Cc2ccccc2)N(CCCC2CCCC2)C1=N
    · | -6 | 0 | · | -2 | 87 | · | 98 | ·
> Cc1nc2c(=O)n(-c3ccc(F)c(Cl)c3)nc(C)c2s1
    -5 | -4 | 1 | 0 | -5 | 102 | 0.6 | 82 | 2
> Cc1cc(/C=C(\C#N)c2nnc(N3CCOCC3)n2-c2ccccc2)c(C)n1-c1ccccc1
    26 | 49* | 0 | -3 | 12 | 86 | 0.5 | 93 | 23
